# From PubChem BioAssay
# JMJD2A Tudor – inhibitors of human JMJD2A Tudor domain | O75164 | hit rate 4.4% among 390,000 | Potency, µM (series often up to 114 µM), for the others: at the highest dose activity change, negative = inhibition, usual class: inhibitors | AlphaScreen JMJD2A-Tudor / H3K4me3 peptide binding; note: potency is the fitted concentration of half-maximal effect; % is set by controls: 0 for no effect and ±100 for the full control effect; nearly all actives have a fitted effect of over 50% in size
# Tb PGK inh – inhibitors of T. brucei phosphoglycerate kinase; P07378; Potency, µM (top dose mostly 57.5 µM), for inactives: at the highest dose activity change, negative = inhibition, actives largely listed as inhibitors; AID 602233; PGK/GAPDH coupled, Kinase-Glo luminescence, 60 min; hit rate 0.043% among 380,000; note: potency is the fitted concentration of half-maximal effect; % is set by controls: 0 for no effect and ±100 for the full control effect; nearly all actives have a fitted effect of over 60% in size
#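 Recombinant glycosomal PGK reaction used 1,3-bisphosphoglycerate generated in-well by GAPDH (100nM final) in 100mM TEA pH 7.6, 5mM MgCl2, 0.01% Tween-20. After 60 minutes at room temperature, ATP was read by Kinase-Glo Plus luminescence end-point.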
# Pin1 inhibitor – inhibitors of human Pin1 | hit rate 0.009% among 390,000 | AID 504891 | Pin1 FP peptide displacement, HiFluor488, 10 min | Q13526 | Potency, µM (doses to about 115 µM), for the others: top-dose activity, negative = inhibition, usual class: inhibitors; active = well fitted inhibition curve with a large enough effect in the polarisation, with a control signal flat, not every such curve was filed as active; inconclusive = small, poorly fitted or top-dose-only effect, or effect the other way, or a change in a side signal; inactive = no such curve, though single readings can be large or run the other way; the % refers to the polarisation; note: potency is the fitted concentration of half-maximal effect; % is set by controls: 0 for no effect and ±100 for the full control effect
# Target sequence (Q13526 whole entry, looked up): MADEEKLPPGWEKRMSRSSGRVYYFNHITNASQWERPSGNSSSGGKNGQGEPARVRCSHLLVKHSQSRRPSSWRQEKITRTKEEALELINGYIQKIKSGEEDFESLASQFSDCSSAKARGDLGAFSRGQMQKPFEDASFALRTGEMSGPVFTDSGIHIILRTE
# POLH inh – inhibitors of human DNA polymerase eta; hit rate 1.2% among 390,000; AID 588591; Potency, µM (highest dose often 114 µM), without a hit: top-dose activity change, negative = inhibition, usual class: inhibitors; recombinant Pol eta, fluorescent DNA replication assay; Q9Y253; note: potency is the fitted concentration of half-maximal effect; % is set by controls: 0 for no effect and ±100 for the full control effect
#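 Pol eta (10 nM) was preincubated with compounds for 15 min at room temperature, after which fluorescent replication substrate (50 nM final) was added to start the reaction. Fluorescence was read kinetically at 0 and 10 min.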
# BAZ2B block – inhibitors of human BAZ2B bromodomain | Q9UIF8 | AlphaScreen BAZ2B-H3K14Ac peptide displacement | Potency, µM (top dose mostly 114 µM), for the others: at the highest dose activity change, negative = inhibition, most hits filed as inhibitors | hit rate 4.4% among 360,000 | AID 504333; note: potency is the fitted concentration of half-maximal effect; % is set by controls: 0 for no effect and ±100 for the full control effect; nearly all actives have a fitted effect of over 60% in size
#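 AlphaScreen displacement of biotin-H3(5-23)K14Ac peptide (50 nM final) from BAZ2B (50 nM final) in PBS pH 7.4, 0.01% Tween-20; complex preformed 30 min RT, then compounds (top 110 uM) 30 min RT, beads 20 min dark.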
# PI4K2A inh – inhibitors of human PI4K2A | Q9BTU6 | purified PI4K2A, ADP-Glo luminescence, 1 h; active compounds read low | activity change, negative = inhibition, % at 76.9 µM | hit rate 0.13% among 420,000; in the data active = activity change below about -50%; inconclusive = mostly about -30% to -49%;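 note: -100% = wells without enzyme as full effect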
#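 Compounds are screened against recombinant PI4K2A using PI as substrate and ATP, the latter dispensed at 300 microM. Reactions run one hour at ambient temperature before ADP-Glo detection; full inhibition defined by wells lacking enzyme.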
# GLS inh – glutaminase GLS (human) inhibition | O94925 | GLS enzymatic activity, qHTS titration | Potency, µM (highest dose often 45.5 µM), inactives show at the top dose activity change, negative = inhibition, actives largely listed as inhibitors | hit rate 0.21% among 410,000; note: potency is the fitted concentration of half-maximal effect; % is set by controls: 0 for no effect and ±100 for the full control effect
#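 Coupled fluorescence readout: glutamate oxidase/HRP/Amplex Red detect glutamate formed by hKGA from L-glutamine (1 mM solution added). Buffer 45 mM KH2PO4 pH 8.2, 0.02% Tween-20; reads at t0 and 30 min RT.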
# HP1b chromo inh – blocks HP1-beta chromodomain binding to methylated histone tails | AlphaScreen HP1-beta / biotin-H3K9me3 peptide binding | Potency, µM (doses to about 114 µM), for inactives: at the highest dose activity change, negative = inhibition, hits mostly inhibitors | hit rate 0.56% among 390,000; note: potency is the fitted concentration of half-maximal effect; nearly all actives have a fitted effect of over 70% in size; inactives centre near 23
# Target sequence (P83916 whole entry, looked up): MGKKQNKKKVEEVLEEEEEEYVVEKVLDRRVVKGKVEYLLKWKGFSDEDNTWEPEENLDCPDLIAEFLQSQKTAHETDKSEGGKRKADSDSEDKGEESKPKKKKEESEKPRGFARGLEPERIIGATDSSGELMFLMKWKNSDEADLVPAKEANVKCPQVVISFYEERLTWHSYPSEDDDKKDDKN
#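 AlphaScreen: HP1-beta (50 nM) preformed 30 min with biotin-H3(1-18)K9me3 peptide (50 nM) in PBS pH 7.4, 0.01% Tween-20. Compound added for 30 min at RT, then streptavidin donor/nickel chelate acceptor beads (10 ug/mL) for 30 min.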
# G9a inh – inhibitors of human histone lysine methyltransferase G9a | G9a H3K9 monomethylation, AlphaScreen, 2 h | hit rate 8.8% among 350,000 | Potency, µM (series often up to 102 µM), for inactives: at the top dose activity, negative = inhibition, usual class: inhibitors | AID 504332; note: potency is the fitted concentration of half-maximal effect; % is set by controls: 0 for no effect and ±100 for the full control effect; nearly all actives have a fitted effect of over 75% in size
# Target sequence (Q96KQ7 913-1193 limits assumed): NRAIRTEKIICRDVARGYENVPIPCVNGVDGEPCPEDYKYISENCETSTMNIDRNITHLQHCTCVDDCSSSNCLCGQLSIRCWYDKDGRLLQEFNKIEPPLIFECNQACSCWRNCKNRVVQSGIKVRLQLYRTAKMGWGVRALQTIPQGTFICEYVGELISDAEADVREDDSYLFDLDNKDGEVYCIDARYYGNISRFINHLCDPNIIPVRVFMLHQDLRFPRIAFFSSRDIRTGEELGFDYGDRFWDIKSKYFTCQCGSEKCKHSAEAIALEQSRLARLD
#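 Chemiluminescent proximity detection of H3K9 monomethylation, read after 10 min bead incubation in the dark. Reaction: 20 nM G9a, 500 nM biotin-H3K9 peptide, 20 uM SAM cofactor, 2 h, room temperature, following 15 min enzyme-compound preincubation.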
# Active calls of the source: *; i = inactive; ? = inconclusive; · = no result given; & = joins results of further samples; ! = repeats disagree; [ ] = dose if it differs, or a comment. Unless noted, calls come from the whole dose curve; as a rule, active = well fitted curve in the direction sought with a large enough effect; inconclusive = small, poorly fitted or top-dose-only effect, or another doubt; inactive = no such curve, though single readings can be large; an effect the other way counts as inactive or inconclusive.
SMILES,JMJD2A Tudor,Tb PGK inh,Pin1 inhibitor,POLH inh,BAZ2B block,PI4K2A inh,GLS inh,HP1b chromo inh,G9a inh
COC(=O)c1cc(CNC(=O)C2CC(=O)N(c3ccc4c(c3)OCCO4)C2)ccc1OC (centres undefined),1.5%,1.2%,-2.3%,-28.8%,·,-2.8,0.1%,27.5%,·
O=C(CSc1ncnc2c1cnn2CCc1ccccc1)Nc1cccc(C(F)(F)F)c1,16.5%,-8.5%,11.0%,-23.3%,-2.7%,-1.9,-10.1%,81.3%[activator],5.2%[2.33 µM]
Cc1ccc(S(=O)(=O)NCCC(=O)N2CCN(S(=O)(=O)c3ccccc3)CC2)cc1C,-4.8%,10.9%,1.9%,-3.7%,4.3%,4.6,4.1%,24.3%,-4.4%[12.7 µM]
CCCCN(CC)CCNC(=O)Cn1cc2c(n1)-c1c(oc(C(=O)N3CCCC3)c1C)CC2,-1.9%&-23.8%,-7.0%&-2.0%,3.7%&-8.5%,-18.9%&-19.1%,-26.7%,1.7&-5.6,20.2%&-4.3%,29.6%&23.2%,-14.2%[59 µM]
CCOc1ccc(NC(=O)C2CCCN(S(=O)(=O)c3ccc4[nH]c(=O)ccc4c3)C2)cc1 (centres undefined),50.1µM*!,-2.6%&0.3%,2.2%&0.6%,2.0%&-8.1%,-23.7%&-19.7%,-0.8&-2.8,1.4%&-11.2%,5.9%&-2.4%,-7.9%&-4.5%[59 µM]
CC(=O)/C(=N\Nc1ccc(C)cc1)Sc1nncn1C,?,0.6%,-4.6%,-19.0%,-5.0%,-2.6,0.0%,14.3%[57 µM],8.91µM*
COc1ccc(S(=O)(=O)N2CCC(C(=O)NC3CC(C)(C)NC(C)(C)C3)CC2)cc1,-6.2%,-2.9%,-8.5%,-13.9%,-27.8%,-2.3,-11.3%,53.0%[activator],-0.1%
CC1CC(NC(=O)Cc2ccc(Br)cc2)CC(C)(C)C1 (centres undefined),39.8µM*,-1.4%,?,0.4%,11.9%,2.0,-9.6%,8.2%,-6.9%[59 µM]
O=C(COc1ccc(-c2ccccc2)cc1)Nc1cccnc1,-0.7%,-3.6%,0.0%,-21.0%,11.9%,8.9,-3.1%,43.4%[activator],16.0%[59 µM]
COc1ccc(C(=O)OCC(=O)c2ccc[nH]2)c(OC)c1,-23.4%,3.1%,2.3%,-6.3%,·,1.9,-3.7%,4.6%,·
c1ccc(-c2cn(-c3ccccc3)c3ncnc(N4CCN(c5ccccc5)CC4)c23)cc1,-35.2%,-2.1%,-1.4%,-22.4%,-25.5%,-8.0,-3.3%,5.3%,-2.6%[59 µM]
Cc1ccc(C(=O)NC(=S)Nc2ccc(Oc3ccc(Cl)cc3)cc2)cc1,-14.7%,i,6.4%,-14.1%,-27.1%,7.7,-1.6%,3.0%,-16.1%
CS(=O)(=O)N1CCn2c1nc1ccccc12,5.4%,-5.5%,0.6%,-10.8%,7.7%,0.3,7.8%,26.2%,7.6%[0.501 µM]
CN(C)c1ccc(Nc2nc(N)c3ccccc3n2)cc1,39.8µM*,?,-2.6%,-7.5%,14.1µM*,?,4.8%,31.6µM*,10µM*
O=[N+]([O-])c1ccc(P(=O)(Cc2ccccc2)c2ccccc2O)cc1 (centres undefined),-22.0%,9.0%,-7.5%,-9.8%,?,-8.4,8.7%,65.1%[activator],24.6%
O=C(NC(=S)Nc1ccc2oc(-c3ccncc3)nc2c1)c1ccccc1F,-11.2%,i,-1.9%,-14.8%,-16.4%,-0.3,-5.0%,17.6%,·
Cc1ccc(/C=C/C(=O)CCC(=O)O)cc1,-17.5%,-0.7%,-4.3%,-18.5%,-1.6%,6.0,4.1%,32.1%,16.7%
COc1ccc(Cn2c(CCCO)nc3ccccc32)cc1OC,-17.9%,-0.3%,-15.7%,-0.2%,-4.5%,-3.0,5.0%,12.3%,3.3%
Cc1ccc(C(=O)NNC(=O)Cc2nc3nc(C)cc(C)n3n2)cc1,8.2%,6.8%,-8.8%,1.0%,1.1%,0.9,22.8%,30.2%,·
COC(=O)C1=C(C)N(CC2CC2)C(=NCc2cc(OC)c(OC)c(OC)c2)N[C@H]1c1ccccc1,0.7%,-0.7%,3.3%,-4.0%,?,2.6,1.8%,18.8%,-12.2%[12.7 µM]
C/C(=N\NC(=O)Cn1ccc(C(F)(F)F)n1)c1ccc(N2CCOCC2)cc1,-15.2%,-7.8%,-3.1%,2.7%,-9.8%,-9.3,-13.9%,-8.2%,6.8%[59 µM]
COc1ccc(-c2cc(N3CCCC3)n3ncnc3n2)cc1,-8.7%,1.2%,-2.1%,?,-1.6%,-5.5,-4.9%,66.9%[activator],9.1%[12.7 µM]
COCCN(C(=O)c1cc(-c2ccc(F)cc2)nc2ccccc12)c1c(N)n(CC(C)C)c(=O)[nH]c1=O,-5.0%,5.0%,2.8%,-5.9%,·,1.7,-1.2%,37.6%,·
COCCNC(=O)/C(C#N)=C\c1ccc(CNS(=O)(=O)c2ccccc2)o1,-11.0%,-8.4%,-5.8%,-2.6%,-5.9%,-3.4,-7.8%,45.0%[activator],-2.0%[12.7 µM]
COc1ccccc1-c1ncnn1-c1sc2c(c1C#N)CCCCC2,?,-5.6%,-1.9%,-24.2%,-28.1%,5.4,-4.5%,?,?

# Later entries
SMILES,JMJD2A Tudor,Tb PGK inh,Pin1 inhibitor,POLH inh,BAZ2B block,PI4K2A inh,GLS inh,HP1b chromo inh,G9a inh
CSCC[C@H](NC(=O)c1cccs1)c1nnc2ccccn12,16.7%,i,0.5%,-5.4%,-18.2%,1.2,-3.7%,46.3%[activator],-1.2%
CC(C)Sc1oc(-c2ccco2)nc1S(=O)(=O)c1ccc(F)cc1,?,-6.9%,33.8%[activator],70.8µM*,-20.3%,-6.9,10.9%,20.5%,10µM*
CCCCC(=O)NC1(C(F)(F)F)C(=O)Nc2c1c(=O)[nH]c(=O)n2Cc1ccco1 (centres undefined),-16.2%,-0.6%,5.1%,13.2%,4.3%,-1.2,3.8%,52.5%[activator],-14.8%[12.7 µM]
COc1ccc(/C(C)=N\O)cc1OC,15.2%,1.4%,-2.3%,-5.3%,-2.7%,0.9,-6.9%,23.8%,-32.0%
COc1ccc(C(CNC(=O)/C=C/c2c(Cl)nc3ccccn23)N(C)C)cc1 (centres undefined),?,-6.0%,-3.4%,-24.6%,-6.7%,-2.0,5.6%,12.2%,?
O=C(CC(C(=O)O)c1ccc(Cl)cc1)c1ccc(Br)cc1 (centres undefined),-5.4%,i,-2.7%,-11.7%,2.3%,-1.8,7.6%,12.5%,-5.6%
CC(=O)c1cccc(OCC(=O)N(Cc2ccco2)c2c(N)n(Cc3ccccc3)c(=O)[nH]c2=O)c1,2.6%,0.1%,0.4%,-8.4%,-4.9%,-20.0,8.3%,22.9%,?
Cc1nc(N)sc1-c1csc(Nc2ccccn2)n1,79.4µM*,2.1%,1.5%,-18.3%,-37.9%,-9.4,29.2%,-46.2%,?
Nc1nnc(Cc2c[nH]c3ccccc23)s1,-21.6%,i,14.9%,3.7%,-5.5%,0.0,3.4%,18.3%,44.7µM*
COc1cccc(NC(=O)c2cccc(N3C(=O)C4CCC(C)CC4C3=O)c2)c1 (centres undefined),-15.7%,8.1%,-1.7%,-24.1%,-13.1%,-2.7,-1.6%,26.9%,12.0%
COCC(C)NC(=O)Cn1c(SCc2ccccc2)nc2ccccc21 (centres undefined),-10.0%[57.1 µM],5.8%,8.0%&-1.8%,-12.4%,11.9%,3.0,2.5%,9.7%[57 µM],44.7µM*
CCN(CC)C1=N/C(=C\c2ccco2)C(=O)N1c1ccccc1,-21.2%,-8.1%,?,-3.5%,?,-2.9,30.4%[activator],0.7%,28.2µM*
Cc1cccc(NC(=O)CSCC(=O)Nc2cc(S(=O)(=O)N3CCOCC3)ccc2OC(C)C)c1,-18.6%,-5.9%,-3.2%,-20.4%,-3.3%,5.2,8.3%,10.1%,-50.4%
COc1ccc(-c2cn3nc(N4CCCC(C(=O)Nc5ccc(C)c(C)c5)C4)sc3n2)cc1 (centres undefined),-29.4%,-5.4%,1.1%,-11.8%,-1.5%,-0.4,-18.7%,-12.8%,-32.7%[59 µM]
COC1=C/C(=C/c2c(N)n3c(nc2=O)sc2cc(S(C)(=O)=O)ccc23)C=CC1=O,?,i,?,28.2µM*,-23.4%,3.7,?,-3.8%,-3.0%
CN1C(=O)C2(c3ccccc31)N(c1ccccc1)C(=O)CS2(=O)=O (centres undefined),-11.3%,-3.3%,-8.6%,-12.1%,8.3%[57.1 µM],4.1,1.3%,29.6%,-8.8%[59 µM]
c1ccc(-c2noc(-c3ccccc3-c3ccccc3)n2)cc1,182.9%[activator],-6.4%,3.5%,-11.9%,137.9%[activator],-1.1,5.9%,292.6%[activator],100.2%[activator][59 µM]
Cc1nc2ccc(NC(=O)c3ccc(N4C(=O)CCC4=O)cc3)cc2s1,-9.6%,5.7%,24.0%,-1.8%,-16.2%,-8.0,2.4%,2.7%,-3.8%
O=C(CCNC(=O)c1ccc(Br)cc1)NCCCc1ccccc1,0.7%,4.9%,0.1%,-25.8%,-9.7%,-0.4,0.7%,28.4%,6.4%
CCN1CCOC(=O)C1CC(=O)Nc1ccc(Br)cc1 (centres undefined),-13.4%,9.7%,1.3%,-16.8%,-36.0%,3.8,-4.3%,-13.5%,2.51µM*
Cc1csc(NC(=O)CSc2ccc(-c3ccccn3)nn2)n1,22.4µM*,-1.9%,7.3%,-9.6%,7.08µM*,-10.6,0.0%,13.4%,2.7%

# Only part of the results is shown, so the mix of outcomes need not match the whole.
